Pol beta inh: qHTS Assay for Inhibitors of DNA Polymerase Beta | P06746 | Pol beta primer extension/strand displacement, fluorescence kinetic | Potency, µM (doses to about 114 µM), for inactives: at the highest dose activity change, negative = inhibition, usual class: inhibitors | actives 1.3% (n = 340,000) | AID 485314, 2010; further: potency means the concentration at half of the fitted maximal effect; on the % scale 0 is the no-effect control and ±100 the full control effect
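Curves were derived by four-parameter Hill fits of normalized qHTS data. The kinetic fluorescent primer-extension read was taken at 0 and 10 min after 50 nM substrate, following a 15 min room-temperature preincubation of 10 nM enzyme with compounds.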
Pol kappa inh: qHTS for Inhibitors of Polymerase Kappa; Potency, µM (doses to about 107 µM), for the others: at the highest dose activity, negative = inhibition, hits mostly inhibitors; purified Pol kappa, fluorescent DNA synthesis assay, 10 min; actives 0.53% (n = 400,000); DNA polymerase kappa (Homo sapiens), Q9UBT6; further: potency means the concentration at half of the fitted maximal effect; on the % scale 0 is the no-effect control and ±100 the full control effect
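Inhibition of 10 nM Pol kappa is measured by a fluorescent read-out at 0 and 10 min following addition of 50 nM substrate (final), with a 15-min room-temperature compound preincubation.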
Anesthetic bind: qHTS Assay for Identification of Novel General Anesthetics; Ferritin light chain (Equus caballus), P02791; apoferritin/1-aminoanthracene competitive binding, fluorescence; Potency, µM (series often up to 77.5 µM), for the others: at the highest dose activity change, negative = displacement, hits mostly inhibitors; actives 0.074% (n = 350,000); further: potency means the concentration at half of the fitted maximal effect; on the % scale 0 is the no-effect control and ±100 the full control effect; nearly all actives have a fitted effect of over 20% in size
Target sequence (P02791 2-175 limits assumed): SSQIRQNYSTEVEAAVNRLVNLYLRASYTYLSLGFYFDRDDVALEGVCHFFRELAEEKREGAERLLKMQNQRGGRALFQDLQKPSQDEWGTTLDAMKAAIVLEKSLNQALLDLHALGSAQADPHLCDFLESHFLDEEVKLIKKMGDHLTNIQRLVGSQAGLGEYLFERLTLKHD
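Horse-spleen apoferritin (10 uM) was mixed with 50% saturated 1-aminoanthracene in PBS, exposed to compounds for 10 min at room temperature, and read for fluorescence (ex 380 nm, em 535 nm). Competitive displacement was fitted with a four-parameter Hill equation.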
APEX1 inh: qHTS Assay for Inhibitors of the Human Apurinic/apyrimidinic Endonuclease 1 (APE1). DNA repair nuclease/redox regulator APEX1 (Homo sapiens), P27695. recombinant APE1, TAMRA/BHQ-2 abasic DNA cleavage fluorescence. Potency, µM (series often up to 65.8 µM), for the others: at the top dose activity change, negative = inhibition, usual class: inhibitors. actives 0.35% (n = 350,000). AID 2517, 2012;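 further: potency means the concentration at half of the fitted maximal effect; plate controls were vehicle for no effect and reference inhibitor for full effect; nearly all actives have a fitted effect of over 55% in size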
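Step 1: APE1 (0.75 nM) with compound, 15 min RT. Step 2: add 50 nM fluorophore/quencher THF duplex. Step 3: three fluorescence reads 60 s apart (525/598 nm); read 3 minus read 1 = reaction progress.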
BLM inh: qHTS Assay for Inhibitors of Bloom's syndrome helicase (BLM). RecQ-like DNA helicase BLM (Homo sapiens), P54132. recombinant BLM DNA unwinding, fluorescence dequenching. Potency, µM (top dose mostly 56.1 µM), without a hit: at the top dose activity change, negative = inhibition, most hits filed as inhibitors. actives 0.2% (n = 350,000);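 further: potency means the concentration at half of the fitted maximal effect; plate controls were vehicle for no effect and no enzyme for full effect; nearly all actives have a fitted effect of over 35% in size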
Pol iota inh: qHTS for Inhibitors of Polymerase Iota; actives 1% (n = 390,000); Pol iota fluorescent replication assay, 10 min; Potency, µM (top dose mostly 115 µM), for the others: at the highest dose activity, negative = inhibition, hits mostly inhibitors; DNA polymerase iota (Homo sapiens), Q9UNA4; AID 588590, 2011; further: potency means the concentration at half of the fitted maximal effect
Target sequence (Q9UNA4 whole entry, looked up): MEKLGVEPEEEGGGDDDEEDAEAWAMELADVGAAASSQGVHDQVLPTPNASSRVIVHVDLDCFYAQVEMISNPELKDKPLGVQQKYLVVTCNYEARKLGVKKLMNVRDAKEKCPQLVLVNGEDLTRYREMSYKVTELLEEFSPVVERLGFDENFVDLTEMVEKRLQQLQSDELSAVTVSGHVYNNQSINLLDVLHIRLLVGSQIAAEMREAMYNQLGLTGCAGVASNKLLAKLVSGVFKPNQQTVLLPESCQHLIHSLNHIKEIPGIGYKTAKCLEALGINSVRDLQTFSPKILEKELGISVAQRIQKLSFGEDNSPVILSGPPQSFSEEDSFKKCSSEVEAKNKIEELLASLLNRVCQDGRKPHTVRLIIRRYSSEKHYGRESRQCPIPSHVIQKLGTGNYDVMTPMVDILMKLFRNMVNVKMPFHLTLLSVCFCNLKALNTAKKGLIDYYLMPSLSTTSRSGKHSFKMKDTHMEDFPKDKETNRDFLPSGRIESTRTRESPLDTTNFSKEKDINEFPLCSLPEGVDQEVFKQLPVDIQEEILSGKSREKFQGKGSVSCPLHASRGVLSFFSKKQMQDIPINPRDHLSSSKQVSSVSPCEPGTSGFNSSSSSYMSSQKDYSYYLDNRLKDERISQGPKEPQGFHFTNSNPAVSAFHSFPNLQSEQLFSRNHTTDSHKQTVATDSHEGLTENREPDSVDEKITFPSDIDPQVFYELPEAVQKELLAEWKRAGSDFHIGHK
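Fluorescent replication assay read twice, at 0 min and 10 min after adding 50 nM (final) substrate. Enzyme (10 nM) and compounds were first incubated 15 min at room temperature; enzyme-free buffer wells were negative controls.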
Pol eta inh: qHTS for Inhibitors of Polymerase Eta; DNA polymerase eta (Homo sapiens), Q9Y253; recombinant Pol eta, fluorescent DNA replication assay; Potency, µM (titrated, usually from 114 µM), for the others: at the highest dose activity change, negative = inhibition, most hits filed as inhibitors; actives 1.2% (n = 390,000); AID 588591, 2011; further: potency means the concentration at half of the fitted maximal effect; on the % scale 0 is the no-effect control and ±100 the full control effect
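Fluorescent replication assay: 50 nM final substrate added after a 15 min room-temperature compound preincubation with 10 nM enzyme. Signal taken at 0 min and again at 10 min.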
LDHA inh: qHTS assay for inhibitors of human lactate dehydrogenase. L-lactate dehydrogenase A chain (Homo sapiens), P00338. purified LDHA, NADH/diaphorase-resazurin fluorescence; hits give low values. activity change, % (values are at about 110 or 230 µM). actives 0.15% (n = 480,000); in the data active means activity change below about -30%; inconclusive means mostly about -25% to -30%;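 further: plate controls were DMSO wells for no effect and wells without enzyme for full effect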
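Human LDH5 at 2 nM final in Tris HCl pH 7.4 with 0.06 mM NADH and 0.2 mM pyruvate, reacted 5 minutes at room temperature. Remaining NADH coupled via diaphorase/resazurin; resorufin fluorescence read at 0 and 20 minutes, normalized to enzyme-free and DMSO wells.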
Glioma ERSR ind: qHTS for Inducers of the Endoplasmic Reticulum Stress Response (ERSR) in Human Glioma: qHTS | actives 0.02% (n = 420,000) | U87-MG GRP78 promoter luciferase reporter, 16 h | AID 602332, 2012 | Potency, µM, for inactives: at the highest dose activation, most hits filed as activators; further: potency means the concentration at half of the fitted maximal effect; series mostly up to about 76 µM; % of control where 0% means no effect; nearly all actives have a fitted effect of over 35% in size
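ERSR induction read as luciferase luminescence (Bright-Glo, 10 min at room temperature) in stably transfected human U87-MG glioma cells exposed to compounds for 16 h, using GRP78 as sensor.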
Active calls of the source: *; u = inconclusive; x = no result given; [ ] = remark or other dose. Unless noted, the call rests on the fitted dose curve; in most records, active means well fitted curve in the direction sought with a large enough effect; inconclusive means small, poorly fitted or top-dose-only effect, or another doubt; inactive means no such curve, though single readings can be large; an effect the other way counts as inactive or inconclusive. Not all compounds are listed, so the mix of outcomes need not match the whole.

SMILES | Pol beta inh | Pol kappa inh | Anesthetic bind | APEX1 inh | BLM inh | Pol iota inh | Pol eta inh | LDHA inh | Glioma ERSR ind
CC(=O)C1=C(O)C(=O)N(c2nccs2)C1c1ccccc1F (stereo unspecified) | 3% | -3% | 48%[activator] | 13% | 1% | u | -14% | -1 | -2%
CC(=S)c1c(C)cc2cc(C)ccn12 | 0% | -7% | -7% | -14% | -4% | 84%[activator] | -9% | 11 | -2%
COC(=O)NC(c1ccco1)[C@@]1(C(=O)OC)CCCC1=O (stereo partly specified) | x | x | -8%[15.3 µM] | u | 2%[12.4 µM] | x | x | x | -4%
CCC(C)C(N=C1NS(=O)(=O)c2ccccc21)C(=O)N1CCC(C)CC1 (stereo unspecified) | x | 0% | x | 2% | x | -4% | -20% | -5 | 1%
COc1cccc(C(=O)NCCOc2cc(C)cc(C)c2)c1 | 21% | -4% | -1% | 11% | 2% | -7% | -13% | -1 | -1%
Oc1ccc(C=NCC2COc3ccccc3O2)cc1 (stereo unspecified) | 10% | -2% | -21% | -2% | 0% | 21% | -2% | -6 | -3%
COc1ccccc1N1CCN(C(c2ccc(Cl)cc2)c2nnnn2C(C)(C)C)CC1 (stereo unspecified) | -14% | -10% | -10% | -5% | -9% | -2% | -19% | 1 | -1%
O=S(=O)([N-]c1nc2ccccc2nc1-[n+]1ccccc1)c1ccccc1 | 4% | 3% | -6% | -1% | 3% | 23% | -8% | -3 | -4%
COc1cccc(NC(=O)CN(C)C(=O)c2oc3c(ccc4ccccc43)c2C)c1 | x | 3% | x | -3% | x | 4% | -6% | -3 | -7%
O=C(CSc1ccc(-c2ccco2)nn1)N1CCCC1 | 30% | -12% | -5% | 22% | -19% | 8% | -17% | -1 | -4%
O=C(C1CCCN(S(=O)(=O)c2ccc(Cl)cc2)C1)N1CCCC1 (stereo unspecified) | 59% | -8% | 0% | -1%[12.4 µM] | 0% | 37%[activator] | -9% | -5 | -2%
O=C(OCCN1CCCCC1)c1ccccc1F | 5% | -11% | -6% | -6% | -3% | 107%[activator] | 5% | -2 | -2%
COC(=O)c1c(C)oc(C)c1S(=O)(=O)N1CCCCC1 | -2% | -14% | 1% | 3% | -1% | 110%[activator] | -3% | -7 | -5%
O=C(CSc1nnc(CN2CCOCC2)n1-c1ccccc1)Nc1ccc(Cl)cc1 | -11% | -3% | -8% | 0% | 4% | 33%[activator] | -12% | -1 | -8%
COCCNC(=O)CN1N=C(c2ccc(OC)cc2)CCC1=O | -9% | 3% | 5% | -2% | -2% | 29% | -12% | -3 | 1%
Cc1nnc(C)n1/N=C/c1cccnc1 | 4% | 4% | -10% | 1% | -2% | 23% | -7% | -14 | -2%
Cc1cccc(/C=N/NC(=O)C[n+]2ccccc2)c1 | x | -3% | x | 14% | x | 28% | -20% | -5 | -2%
COc1ccccc1-c1nnc(C2CCN(S(=O)(=O)c3ccccc3)CC2)o1 | -3% | -13% | -8% | x | -1% | 24% | -9% | -2 | -2%
COc1ccc(-n2c(=O)c(CCc3ccccc3)nc3cnc(N4CCOCC4)nc32)cc1 | x | 0%[60.1 µM] | x | 2% | -4% | x | x | x | -4%
Cc1cccc2cc(CN(Cc3cccs3)C(c3nnnn3C3CCCC3)C(C)C)c(=O)[nH]c12 (stereo unspecified) | -4% | 2% | -7% | 2% | -8% | -10% | -19% | -1 | -9%
CC(O)CCc1nc2ccc(C(=O)O)cc2[nH]1 (stereo unspecified) | 2% | -12% | -6% | 4% | -1% | 44%[activator] | 3% | -4 | -8%
Cc1nnc(-c2cccc(Br)c2)c2cn(-c3ccccc3Cl)nc12 | 49% | -15% | -12% | 13% | -1% | 2% | -21% | -2 | -4%
C=CCn1c(=O)c2c(nc3n2CCCN3CCc2ccccc2)n(C)c1=O | -16% | 13% | -5% | 46% | 0% | 20% | -10% | -1 | 0%
Cc1ccsc1C(=O)Nc1ccc(OCc2ccccc2)cc1 | 6% | 0% | -1% | 23% | -5% | -10% | -9% | -2 | 1%

Quoted from the listing:
Glioma ERSR ind with Cc1cccc(/C=N/NC(=O)C[n+]2ccccc2)c1 stands at -2%
Glioma ERSR ind with Oc1ccc(C=NCC2COc3ccccc3O2)cc1 (stereo unspecified) stands at -3%

(more compounds)
SMILES | Pol beta inh | Pol kappa inh | Anesthetic bind | APEX1 inh | BLM inh | Pol iota inh | Pol eta inh | LDHA inh | Glioma ERSR ind
CCCCn1c(N)c(N(CC)C(=O)c2c(CC)noc2C)c(=O)[nH]c1=O | x | -3% | x | 35% | x | 37%[activator] | -5% | -7 | -1%
CCN1CCc2c(OCC(=O)N3CCCCC3)cccc2C1=O | 0% | 7% | -10% | -6% | -7% | 76%[activator] | -16% | -9 | -8%
CNN/C(N=Cc1ccc([N+](=O)[O-])s1)=N\S(=O)(=O)c1cc(C)c(Cl)cc1SCc1ccccc1 | x | -11% | x | x | x | 29% | -14% | -4 | -5%
CN(C)c1ccc(-c2ccc3oc(-c4ccsc4)cc(=O)c3c2)cn1 | x | -5% | x | 1% | x | -20% | 4% | 0 | 4%
Cc1ccc(S(=O)(=O)N2CCCC(C(=O)O)C2)s1 (stereo unspecified) | 8% | 0% | -3% | -6% | 1% | -24% | -11% | 4 | -2%
CCOC(=O)CSc1ncc(OC)c(Sc2ccc(Cl)cc2)n1 | 8% | 0% | -20% | -2% | -8% | -13% | -8% | -5 | -1%
O=C1Nc2ccccc2Oc2cc([N+](=O)[O-])ccc21 | u | -27% | -9% | u | -13% | -23% | 50µM* | 2 | 2%
O=c1c2ccccc2sn1-c1ccc(F)cc1 | x | -2% | x | 21% | x | u | 5% | -31* | -8%
COC(=O)c1c(NC(=O)c2ccco2)sc(C)c1C | 2% | 4% | -17% | 0% | -1% | 19% | -17% | 2 | -10%
Cn1c(=O)c(=O)n(C)c2cc(S(=O)(=O)CCC(=O)N3CCCCC3)ccc21 | 4% | -1% | 3% | -8% | -6% | -10% | -9% | -4 | -2%
CC(C)NC(=O)Nc1cccc2c1O[C@@H](CN(C)S(=O)(=O)c1ccc(F)cc1)[C@@H](C)CN([C@H](C)CO)C2=O | x | -1% | x | 7% | x | 10% | -8% | 12 | 7%
COc1ccc(C)cc1NC(=O)Nc1cccc(OCc2cc(=O)n3ccc(C)cc3n2)c1 | 1% | -8%[60.1 µM] | 5% | x | -4% | u | 2% | 0 | 2%
Cc1ccc(S(=O)(=O)NNc2ccccc2)cc1 | 26% | -10% | u | 5% | -3% | -9% | -14% | 34 | 1%
COc1cccc(CNC(=O)CCl)c1 | -8% | -4% | -2% | 6% | 2% | 179%[activator] | -14% | -14 | -1%
Cc1ccccc1OCC(=O)N1N=C(C(F)(F)F)CC1(O)C(C)(C)C (stereo unspecified) | -23% | -16% | -6% | -1% | -9% | -19% | -18% | 5 | -4%
O=c1ncn(-c2cccc(F)c2)c2ncccc12 | 31% | 2% | -17% | -9% | -5% | 1% | -9% | -4 | -3%
Oc1cccc(C2c3[nH]c4ccccc4c3CCN2Cc2cnn(-c3ccccc3)c2)c1 (stereo unspecified) | -17% | -14% | -17% | -4% | -8% | 148%[activator] | -12% | -9 | 16%
COc1ccc(N2C(=O)CSC23C(=O)N(CC(=O)NC2CCCCC2)c2ccccc23)cc1 (stereo unspecified) | 9% | -4% | u | x | 1% | 41%[activator] | -11% | 10 | -2%
CCN(CC)S(=O)(=O)c1cccc(C(=O)N[C@H](C(=O)O)C(C)C)c1 | -2% | 9% | -7% | 2% | -3% | 2% | -17% | -1 | -3%
COc1ccccc1C(=O)NC1CCCc2ccccc21 (stereo unspecified) | -5% | -18% | -19% | 10% | -3% | -15% | 1% | 0 | -5%
Cc1ccc(S(=O)(=O)NC(=O)c2ccc(-c3ccc(-c4ccccc4)cc3)o2)c(C)c1 | 56µM* | x | -13% | -2% | -13% | x | x | x | x

Among those listed so far, six contain a furan ring, fused or not.
SMILES | Pol beta inh | Pol kappa inh | Anesthetic bind | APEX1 inh | BLM inh | Pol iota inh | Pol eta inh | LDHA inh | Glioma ERSR ind
COC(=O)NC(c1ccco1)[C@@]1(C(=O)OC)CCCC1=O (stereo partly specified) | x | x | -8%[15.3 µM] | u | 2%[12.4 µM] | x | x | x | -4%
COc1cccc(NC(=O)CN(C)C(=O)c2oc3c(ccc4ccccc43)c2C)c1 | x | 3% | x | -3% | x | 4% | -6% | -3 | -7%
O=C(CSc1ccc(-c2ccco2)nn1)N1CCCC1 | 30% | -12% | -5% | 22% | -19% | 8% | -17% | -1 | -4%
COC(=O)c1c(C)oc(C)c1S(=O)(=O)N1CCCCC1 | -2% | -14% | 1% | 3% | -1% | 110%[activator] | -3% | -7 | -5%
COC(=O)c1c(NC(=O)c2ccco2)sc(C)c1C | 2% | 4% | -17% | 0% | -1% | 19% | -17% | 2 | -10%
Cc1ccc(S(=O)(=O)NC(=O)c2ccc(-c3ccc(-c4ccccc4)cc3)o2)c(C)c1 | 56µM* | x | -13% | -2% | -13% | x | x | x | x

Source: PubChem (National Center for Advancing Translational Sciences (NCATS))
